Mtb BioA inh: BioA (M. tuberculosis) enzyme inhibition. 360,000 tested, 0.096% active. inhibition, % at 9.99 µM. purified M. tuberculosis BioA enzyme, plate reader; in the data active = inhibition above about 40%; inconclusive = no clear call, values can overlap the other calls
Mtb UGM inh: inhibitors of M. tuberculosis UDP-galactopyranose mutase; inhibition, % at 10 µM; purified UGM, fluorescence polarization probe displacement; P9WIQ1; 320,000 tested, 0.06% active; AID 504406; in the data active = inhibition above about 10%, passing the limit was not always enough; inconclusive = no clear call, values can overlap the other calls
Target sequence (P9WIQ1 whole entry, looked up): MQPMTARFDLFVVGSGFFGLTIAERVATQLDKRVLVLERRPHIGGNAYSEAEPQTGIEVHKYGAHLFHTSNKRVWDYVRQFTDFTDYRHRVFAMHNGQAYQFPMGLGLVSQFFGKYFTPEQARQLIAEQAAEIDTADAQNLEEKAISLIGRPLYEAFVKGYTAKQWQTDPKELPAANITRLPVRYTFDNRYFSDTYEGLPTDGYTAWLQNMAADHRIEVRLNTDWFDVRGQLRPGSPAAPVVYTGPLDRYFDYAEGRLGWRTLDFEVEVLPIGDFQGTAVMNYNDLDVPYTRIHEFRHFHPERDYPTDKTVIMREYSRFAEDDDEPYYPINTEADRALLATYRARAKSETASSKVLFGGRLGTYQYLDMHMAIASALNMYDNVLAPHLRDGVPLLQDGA
Mtb FBA inh: inhibitors of M. tuberculosis fructose-bisphosphate aldolase; inhibition, % at 1 µM; P9WQA3; purified M. tuberculosis FBA, fluorescence read-out; AID 588726; 360,000 tested, 2.3% active; in the data active = inhibition above about 27%;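 note: 0% = vehicle and 100% = reference inhibitor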
Target sequence (P9WQA3 whole entry, looked up): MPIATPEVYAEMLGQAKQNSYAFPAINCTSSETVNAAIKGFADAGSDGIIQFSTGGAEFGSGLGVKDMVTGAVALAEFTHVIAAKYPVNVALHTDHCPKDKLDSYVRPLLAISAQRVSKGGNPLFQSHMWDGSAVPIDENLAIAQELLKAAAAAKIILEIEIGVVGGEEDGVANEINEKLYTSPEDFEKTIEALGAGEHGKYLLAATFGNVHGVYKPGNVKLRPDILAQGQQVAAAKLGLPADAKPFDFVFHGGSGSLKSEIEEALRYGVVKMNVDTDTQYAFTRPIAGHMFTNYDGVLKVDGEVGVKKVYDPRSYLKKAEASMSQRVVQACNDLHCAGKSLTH
BoNT-A LC inh2: BoNT A light chain protease inhibition; multiplex microsphere protease substrate cleavage, flow cytometry; inhibition, % at 10 µM; 360,000 tested, 0.17% active; AID 588499; in the data active = inhibition above about 30%; inconclusive = no clear call, values can overlap the other calls; note: plate controls were buffer without enzyme for full effect and enzyme alone for no effect
PrPC TRFRET: cell surface PrPC inhibition, primary TR-FRET screen; TR-FRET read-out; inhibition, % at 13.8 µM; 370,000 tested, 0.43% active; AID 720596; in the data active = inhibition above about 24%; note: 0% = median of the test wells and 100% = reference compound wells
FadD28 binding: inhibitors of Mycobacterium tuberculosis FadD28 bisubstrate binding; FadD28 bisubstrate probe binding, fluorescence polarization; inhibition, % at 12.5 µM; 360,000 tested, 0.22% active; AID 588549; in the data active = inhibition above about 8.5%, passing the limit was not always enough; inconclusive = no clear call, values can overlap the other calls
CCHFV vOTU inh: CCHFV vOTU protease inhibition | Pep-AMC fluorescence | inhibition, % at 11.5 µM | 370,000 tested, 0.55% active | AID 651958; note: 0% = vehicle wells with enzyme and 100% = no enzyme wells
GDH-TPI counter: counter-screen for M. tuberculosis FBA inhibitors: GDH-TPI coupled enzymes | GDH-TPI coupled enzyme counterscreen, NADH absorbance | inhibition, % at 4.8 µM | 360,000 tested, 1.2% active | AID 588335;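 note: 0% = DMSO wells and 100% = wells lacking the enzyme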
BoNT-F LC inh: BoNT F light chain protease inhibition | Multiplex microsphere protease cleavage assay, flow cytometry | inhibition, % at 10 µM | 360,000 tested, 0.22% active | AID 588497; in the data active = inhibition above about 35%, passing the limit was not always enough; inconclusive = no clear call, values can overlap the other calls; note: plate controls were buffer without enzyme for full effect and enzyme alone for no effect
An asterisk follows results filed as active; ? = inconclusive; . = no result given; + = active, no number; & = joins results of further samples. Cut-off read from the data, not from the text of the source, unless noted: active = inhibition above about 30%; inactive = the rest. Not a hit list; any-hit rate near 4.8%.

SMILES	Mtb BioA inh	Mtb UGM inh	Mtb FBA inh	BoNT-A LC inh2	PrPC TRFRET	FadD28 binding	CCHFV vOTU inh	GDH-TPI counter	BoNT-F LC inh
COc1ccc(NC(=O)N(C)C[C@H]2Oc3ncc(C#C[C@@H](C)O)cc3C(=O)N([C@H](C)CO)C[C@H]2C)cc1	0.8&-4.0&-0.1	.	-1	-0.2	-9	0.2	-4	1	-6
CCN(CC)C(=O)C1=C(C)N(Cc2ccc(C(C)(C)C)cc2)C(=O)C(CC(=O)NCc2ccco2)C1 (configuration not stated)	3.3	.	1	0.1	8	-1.4	6	-6	-2
COc1ccccc1N1CC(C(=O)Nc2cc(C(F)(F)F)ccc2N2CCCC2)CC1=O (configuration not stated)	0.5	3.2	0	2.2	-10	-2.8	11	5	7
CC(CC(=O)Nc1cc([N+](=O)[O-])ccc1Cl)c1ccccc1 (configuration not stated)	-1.5	4.6	-6	0.0	-16	-3.8	6	-5	-16
COCCCn1c(C(=O)NCCC2=CCCCC2)cc2c(=O)n3ccccc3nc21	-0.6	-1.4	47*	0.5	-2	-2.8	-60	2	-1
Cc1ccc(SCCC(=O)NCc2ccccn2)cc1	-0.5	-0.6	-1	0.3	4	-1.9	-8	-5	-2
O=c1cc(N/N=C/c2ccccc2)[nH]c(=O)[nH]1	1.1	-3.0	0	-5.2	-12	-4.1	20	13	?
C=CC[C@@H](Cc1ccc(F)cc1)C(=O)OC[C@H]1CCCN1C(=O)[C@H](CC=C)CC(=O)N[C@H](CO)Cc1ccccc1	0.5	1.3	5	0.3	-2	-2.3	-1	11	-6
O=C(c1cccc(Oc2c(Cl)cccc2[N+](=O)[O-])c1)N1CCOCC1	-0.5	-0.5	-3	-0.5	-15	-3.5	5	-4	-2
O=C1/C(=C/c2ccc(O)cc2)SC(=S)N1CC1CCCO1 (configuration not stated)	.	-6.7	-21	1.9	-3	-4.4	20	7	5
COc1cccc(CNC(=O)[C@@H]2CCCN2C(=O)[C@@H]2CCCN2C(=O)c2cccs2)c1	.	.	.	-0.6	-3	.	5	.	-2
Cc1ccc(N=C2SCCCN2C(=O)c2cccc(N3C(=O)CCC3=O)c2)cc1Cl	-2.2	-0.8	1	.	0	-0.9	24	16	.

For convenience, some entries already given:
SMILES	Mtb BioA inh	Mtb UGM inh	Mtb FBA inh	BoNT-A LC inh2	PrPC TRFRET	FadD28 binding	CCHFV vOTU inh	GDH-TPI counter	BoNT-F LC inh
COc1ccc(NC(=O)N(C)C[C@H]2Oc3ncc(C#C[C@@H](C)O)cc3C(=O)N([C@H](C)CO)C[C@H]2C)cc1	0.8&-4.0&-0.1	.	-1	-0.2	-9	0.2	-4	1	-6
CCN(CC)C(=O)C1=C(C)N(Cc2ccc(C(C)(C)C)cc2)C(=O)C(CC(=O)NCc2ccco2)C1 (configuration not stated)	3.3	.	1	0.1	8	-1.4	6	-6	-2
COc1ccccc1N1CC(C(=O)Nc2cc(C(F)(F)F)ccc2N2CCCC2)CC1=O (configuration not stated)	0.5	3.2	0	2.2	-10	-2.8	11	5	7
CC(CC(=O)Nc1cc([N+](=O)[O-])ccc1Cl)c1ccccc1 (configuration not stated)	-1.5	4.6	-6	0.0	-16	-3.8	6	-5	-16
COCCCn1c(C(=O)NCCC2=CCCCC2)cc2c(=O)n3ccccc3nc21	-0.6	-1.4	47*	0.5	-2	-2.8	-60	2	-1
Cc1ccc(SCCC(=O)NCc2ccccn2)cc1	-0.5	-0.6	-1	0.3	4	-1.9	-8	-5	-2
O=c1cc(N/N=C/c2ccccc2)[nH]c(=O)[nH]1	1.1	-3.0	0	-5.2	-12	-4.1	20	13	?

Some of these compounds in order of SMILES length, low to high.
SMILES	Mtb BioA inh	Mtb UGM inh	Mtb FBA inh	BoNT-A LC inh2	PrPC TRFRET	FadD28 binding	CCHFV vOTU inh	GDH-TPI counter	BoNT-F LC inh
Cc1ccc(SCCC(=O)NCc2ccccn2)cc1	-0.5	-0.6	-1	0.3	4	-1.9	-8	-5	-2
COCCCn1c(C(=O)NCCC2=CCCCC2)cc2c(=O)n3ccccc3nc21	-0.6	-1.4	47*	0.5	-2	-2.8	-60	2	-1
Cc1ccc(N=C2SCCCN2C(=O)c2cccc(N3C(=O)CCC3=O)c2)cc1Cl	-2.2	-0.8	1	.	0	-0.9	24	16	.
COc1ccccc1N1CC(C(=O)Nc2cc(C(F)(F)F)ccc2N2CCCC2)CC1=O (configuration not stated)	0.5	3.2	0	2.2	-10	-2.8	11	5	7
C=CC[C@@H](Cc1ccc(F)cc1)C(=O)OC[C@H]1CCCN1C(=O)[C@H](CC=C)CC(=O)N[C@H](CO)Cc1ccccc1	0.5	1.3	5	0.3	-2	-2.3	-1	11	-6

(listing goes on)
SMILES	Mtb BioA inh	Mtb UGM inh	Mtb FBA inh	BoNT-A LC inh2	PrPC TRFRET	FadD28 binding	CCHFV vOTU inh	GDH-TPI counter	BoNT-F LC inh
COc1cc(C2/C(=C(\O)c3ccc4c(c3)CC(C)O4)C(=O)C(=O)N2c2nnc(C)s2)cc(OC)c1OC (configuration not stated)	-1.8	0.7	-2	-2.4	-5	-2.1	14	13	-2
Cc1csc(NC(=O)c2ccc(C)o2)n1	.	-3.0	-2	0.1	-1	-0.9	2	17	-4
Cc1cccc(-c2noc(CN(C)C(=O)c3ccc4c(c3)OCO4)n2)c1	-1.4	0.0	-6	-2.2	0	-1.5	19	-8	-11
COc1cc(CNC(=O)Nc2nnc([C@H]3C[C@H](O)[C@@H](CO)O3)s2)cc(OC)c1OC	-0.3	.	5	0.5	5	-2.1	2	9	3
C[C@H](O)[C@@H]1C(=O)N2CCc3ccc(N4CCOCC4)cc3[C@@H]2C[C@@H]1N(C)C(=O)Nc1ccccc1	0.8	.	1	-0.4	-5	0.2	0	-1	-7
COc1ccc(CN2CCN(Cc3ccc(CO)o3)CC2CCO)cc1C (configuration not stated)	0.8	1.8	1	-2.1	2	-0.8	-14	8	?
Cn1cc(S(=O)(=O)N2CCCC2)cc1C(=O)NCCc1ccccc1	-1.4	-1.0	2	-0.6	0	?	-7	-6	-4
CCOc1ccc(CCNC(=O)COC(=O)C2CCN(c3ccc(C(F)(F)F)cn3)CC2)cc1OCC	-0.6	1.0	3	-3.0	7	-1.7	25	-19	-9
CSCCC(Nc1ncnc2ccc(Br)cc12)C(=O)O (configuration not stated)	0.8	1.0	0	0.3	42*	-4.7	-6	22	0
O=C(NC1CCCCC1)C1c2ccccc2OCC(=O)N1Cc1ccccn1 (configuration not stated)	.	.	.	0.3	-3	.	-2	.	-4
Cn1c(=O)cc(OCCCC(=O)Nc2cccc(Cl)c2)c2ccccc21	-2.0	.	1	0.3	-2	-2.0	4	6	1
Cc1cc(=O)n2[nH]c(C(F)(F)F)c(-c3ccccc3)c2n1	0.0	-0.1	64*	-0.8	.	-2.3	.	1	12
CCN(CC)C(=O)COc1ccc(CC(=O)O)cc1OC	-1.1	-2.1	3	-0.3	-7	-0.3	5	8	12
CCOC(=O)N1CCN(c2nnc(-c3ccccc3)c3ccccc23)CC1	-0.5	0.4	2	0.9	-9	.	5	1	3
CC1=NN(C(=O)CCc2ccccc2)C(O)(c2ccncc2)C1 (configuration not stated)	.	0.9	0	-1.8	0	-1.5	2	-1	-7
CC12CCC(=O)N1C(C(=O)Nc1nc(-c3ccccc3Cl)cs1)CS2 (configuration not stated)	-0.2	-2.7	1	2.0	-1	-0.3	8	0	4
CC(=O)Nc1ccc(NC(=O)Cc2ccc(S(=O)(=O)N3CCCCC3)s2)cc1	-0.5	-4.6	-1	1.8	4	-2.1	12	8	-13
O=C(O)c1ccc(CNC(=O)C2CCN(S(=O)(=O)c3cccs3)CC2)cc1	-0.3	.	2	-0.9	4	-0.7	-10	0	0
Cc1c(C(=O)NCc2ccc3c(c2)OCO3)oc2ccc(S(=O)(=O)N3CCCC3)cc12	-0.7	0.0	-1	-1.5	-8	-4.4	3	-4	-10
O=C(CN1CCCCCCC1)N/N=C/c1ccc(F)cc1F	.	-4.3	2	0.1	-5	0.5	1	4	0
CC(C)C(=O)Nc1ccc(-c2nc3cccnc3o2)cc1	0.0	-0.9	+	0.6	6	-1.6	-123	35*	-1
CCn1c(SCC(=O)NC2CC2)nnc1C(C)Oc1ccccc1 (configuration not stated)	6.6	1.4	-2	-0.3	1	-1.9	-7	8	-3
CCCNc1c(NS(=O)(=O)c2ccc(NC(=O)CC)cc2)c(=O)oc2ccccc12	.	-0.9	0	-2.2	8	-5.5	4	-3	3
Cc1sc(NC(=O)c2ccco2)c(CN2CCN(c3ccccn3)CC2)c1C	0.9	-3.8	2	-0.4	.	-0.3	.	6	-2
Cc1cc(C)nc(SCC(=O)N/N=C/c2cccn2-c2cccc(C(F)(F)F)c2)n1	17	-0.9	-3	1.5	3	-0.7	30*	18	1
O=C(CSc1nnc(-c2ccncc2)o1)NCc1ccc(Cl)cc1	.	-0.8	-1	-0.5	-2	0.0	-2	10	-6
NC(=Nc1c([N+](=O)[O-])cnc2ccccc12)N1CCOCC1	.	.	-5	0.9	-17	-1.4	2	.	-4
C[C@]12C(=O)N(c3ccc(F)cc3)C(=O)N1[C@H]1c3ccccc3OC[C@@H]1[C@H]2c1ccccc1	-0.9	-0.1	4	-0.2	8	-1.6	-2	4	-2
COC(=O)C1CN(C(=O)c2cccc(OC(F)F)c2)c2ccccc2O1 (configuration not stated)	-0.9	3.0	-8	0.6	-3	-4.3	-1	-4	2
NS(=O)(=O)c1ccc(NC(CNS(=O)(=O)c2ccccc2)c2ccccc2)cc1 (configuration not stated)	.	-1.4	-3	-0.2	-3	7.1	-2	-10	-1
Cc1cc(/C([O-])=C(/C(=S)Nc2ccc(F)cc2)[n+]2ccccc2)c(C)n1-c1ccc(F)cc1	-1.7	1.0	4	8.7	2	-2.3	-11	21	-10
CC(OC(=O)c1ccc(Cl)nc1)C(=O)Nc1ccc(S(=O)(=O)N2CCCC2)cc1 (configuration not stated)	2.9	1.7	1	-2.4	-1	-0.4	-6	9	-4
CCc1ccccc1NC(=O)CN1CCN(C(=O)c2ccc(OCc3cn4ccccc4n3)cc2)CC1	-0.1	.	7	.	-3	-5.0	-7	-2	.
CC(C)Oc1ccc(S(=O)(=O)N2CCOCC2)cc1NC(=O)CSC(=S)N1CCCC1	1.0	.	1	-0.1	5	-4.2	-4	-12	-2
O=C(C1=C(O)C(=O)N(CCN2CCOCC2)C1c1ccc(Br)cc1)c1cc2ccccc2o1 (configuration not stated)	0.8	-2.9	5	2.8	9	-0.5	-2	-1	-2
N=C1SC(c2ccccc2)C(=O)N1c1ncc(Cc2ccccc2Cl)s1 (configuration not stated)	1.9	-0.6	0	-1.3	8	-4.6	10	18	-12
COc1cccc2c1C(=O)C[C@]1(CCCC[C@@H]1C)O2	-0.4	-0.3	3	-0.2	3	-4.2	13	12	-2
CC(OC(=O)CNC(=O)c1ccc2ccccc2c1)C(=O)NC1CCCCC1C (configuration not stated)	0.8	0.6	1	2.3	-2	-3.0	12	3	-4
COc1ccc(N2C(=O)CCC(C(=O)NCc3ccccn3)C2c2ccc(F)cc2)cc1 (configuration not stated)	-0.7	0.2	2	0.0	1	-2.5	-10	5	9

Screening results (PubChem BioAssay)
